AHR activator: activators of human aryl hydrocarbon receptor. activation, % at 5 µM. AHR-responsive luciferase reporter cells, luminescence. P35869. 2.5% of 320,000 active. AID 2796; in the data active = activation above about 47%;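 note: 0% = vehicle wells and 100% = reference agonist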
procasp3 activ: procaspase-3 (human) activation; recombinant procaspase-3 D3A, Ac-DEVD-pNA absorbance 405 nm; activation, % at 8.5 µM; P42574; 0.11% of 330,000 active;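 active = activation above the mean of all tested compounds plus 3 SD, cut at about 21% in these data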;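 note: 0% = DMSO alone and 100% = DMSO wells spiked with extra 5 µM PC-3 D3A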
Target sequence (P42574 whole entry D9A/D28A/D175A): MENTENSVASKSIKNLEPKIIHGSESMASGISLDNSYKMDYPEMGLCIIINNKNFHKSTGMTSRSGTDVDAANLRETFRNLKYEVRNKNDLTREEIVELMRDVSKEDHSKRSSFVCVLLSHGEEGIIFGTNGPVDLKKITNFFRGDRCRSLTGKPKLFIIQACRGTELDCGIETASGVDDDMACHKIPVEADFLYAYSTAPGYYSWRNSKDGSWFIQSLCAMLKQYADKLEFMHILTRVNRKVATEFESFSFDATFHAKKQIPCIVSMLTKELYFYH
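Assay system – Procaspase-3 D3A mutant, all three cleavage aspartates alanine · Controls – DMSO-only low control, 5 µM PC-3 D3A high control · Schedule – 1 h compound preincubation, 2 h substrate hydrolysis at 25 °C · Signal – 405 nm absorbance of p-nitroaniline, reads at 0 and 120 min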
PP5 primary: inhibitors of human protein phosphatase 5 (PP5); P53041; purified PP5c, OMFP substrate fluorescence; inhibition, % at 6.7 µM; 0.18% of 320,000 active; AID 1987;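 active = inhibition above the campaign's mean inhibition across all tested compounds plus 3 SD, cut at about 9.5% in these data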;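 note: 0% = DMSO only and 100% = 100 µM cantharidin control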
Target sequence (P53041 whole entry, looked up): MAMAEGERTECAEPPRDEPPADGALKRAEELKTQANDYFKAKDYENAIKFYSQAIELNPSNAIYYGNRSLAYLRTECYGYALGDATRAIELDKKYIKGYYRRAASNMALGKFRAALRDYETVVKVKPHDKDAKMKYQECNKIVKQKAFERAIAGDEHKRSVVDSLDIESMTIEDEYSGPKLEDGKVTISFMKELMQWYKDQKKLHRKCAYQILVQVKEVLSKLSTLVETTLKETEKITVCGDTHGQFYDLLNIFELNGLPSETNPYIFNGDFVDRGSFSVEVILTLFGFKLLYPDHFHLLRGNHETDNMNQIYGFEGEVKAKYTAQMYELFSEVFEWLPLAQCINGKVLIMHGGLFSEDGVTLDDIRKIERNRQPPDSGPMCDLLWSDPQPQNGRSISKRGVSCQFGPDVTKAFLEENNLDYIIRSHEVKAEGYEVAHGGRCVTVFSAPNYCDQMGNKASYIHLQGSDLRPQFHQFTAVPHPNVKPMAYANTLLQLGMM
PAFAH2 inh: PAFAH2 (human) inhibition; Q99487; recombinant PAFAH2, FP-rhodamine activity probe, fluorescence polarization; inhibition, % at 3.39 µM; 0.99% of 340,000 active;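 active = inhibition above the mean over all tested compounds plus 3 SD, cut at about 30% in these data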;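 note: inhibitors block probe labeling of enzyme so polarization drops; 0% = enzyme with DMSO and 100% = wells lacking PAFAH2 protein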
TPT1 inhibitor: inhibitors of Candida albicans tRNA 2'-phosphotransferase TPT1; recombinant caTPT1, FP RNA substrate dephosphorylation; 0.81% of 300,000 active; AID 1962; inhibition, % at 5 µM;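 active = inhibition above the mean of all tested compounds plus 3 SD, set per screening campaign, cut at about 24% in these data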;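 note: plate controls were DMSO alone for no effect and ferristatin control at 100 nM for full effect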
PP1 counter: blocks human PP1-alpha phosphatase, a PP5 counter-screen | P62136 | purified PP1alpha, OMFP fluorescence | inhibition, % at 6.7 µM | 0.9% of 320,000 active | AID 2235;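 active = inhibition above the mean inhibition of all tested compounds plus 3 SD, computed separately for each screening campaign, cut at about 15% in these data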
proCasp7 act: counter-screen: procaspase-7 (human) activation. AID 463210. 0.093% of 330,000 active. recombinant procaspase-7, Ac-DEVD-pNA absorbance 405 nm; D23A/D198A/D206A triple mutant, cannot self-cleave; scale: DMSO 0, 5 µM enzyme 100. P55210. activation, % at 8.5 µM;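 active = percent activation above the screen-wide mean plus 3 SD, cut at about 25% in these data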
Target sequence (P55210 whole entry D23A/D198A/D206A): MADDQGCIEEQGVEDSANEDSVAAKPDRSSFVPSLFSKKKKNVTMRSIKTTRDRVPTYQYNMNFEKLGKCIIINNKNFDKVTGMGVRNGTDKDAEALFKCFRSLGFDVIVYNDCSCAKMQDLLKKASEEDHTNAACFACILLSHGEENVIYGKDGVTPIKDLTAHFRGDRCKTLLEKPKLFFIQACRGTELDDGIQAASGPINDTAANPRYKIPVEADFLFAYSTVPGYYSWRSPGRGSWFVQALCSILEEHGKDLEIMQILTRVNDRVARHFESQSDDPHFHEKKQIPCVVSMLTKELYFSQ
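Test system: Procaspase-7 triple mutant (PC-7 D3A). Also added: Ac-DEVD-pNA substrate, 400 µM as added. Schedule: 1 h enzyme–compound preincubation and 2 h substrate reaction, both 25 °C. Signal: p-Nitroaniline absorbance at 405 nm, read at 0 and 120 min. Control set: low DMSO alone, high DMSO plus 5 µM PC-7.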
core dimer inh: blocks dimerization of HCV core protein. 0.33% of 300,000 active. inhibition, % at 5 µM. TR-FRET GST/Flag-core106 dimerization, 1536-well. AID 1899;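 active = inhibition above the mean of all tested compounds plus 3 SD, set per screening campaign, cut at about 45% in these data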
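Material: Tagged HCV core106 pair (GST and Flag) | Amount: GST-core106 13.5 nM, Flag-core106 17 nM | Medium: KF-containing HEPES buffer, pH 7.45, DTT, CHAPS, BSA | Reagent: Eu donor and XL665 acceptor anti-tag antibodies | Schedule: 4 h at 22.5 °C | Technique: Time-resolved FRET, ex 340 nm, em 617 and 671 nm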
Fh CTSL1 inh: cathepsin L1 inhibition, PFM18AAP counter-screen. inhibition, % at 5.96 µM. 0.49% of 300,000 active. recombinant F. hepatica cathepsin L1, Z-Leu-Arg-MCA fluorescence. AID 1906;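 active = inhibition above the mean of all tested compounds plus 3 SD, set per screening campaign, cut at about 17% in these data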;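 note: 0% = plate median of test compound wells and 100% = 1 µM Z-Phe-Ala-diazomethylketone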
The depositor's hits bear a star.

`C=CCSc1nc(-c2ccccc2)c(C#N)c(=O)[nH]1` gave AHR activator -2, procasp3 activ 2, PP5 primary -0.3, PAFAH2 inh -10, TPT1 inhibitor -1, PP1 counter 0, proCasp7 act 6, core dimer inh 1 and Fh CTSL1 inh 1.
For O=C1Nc2ccc(S(=O)(=O)N3CCOCC3)c3cccc1c23 the results were AHR activator 2, procasp3 activ -2, PP5 primary 0.5, PAFAH2 inh 3, TPT1 inhibitor 0, PP1 counter 0, proCasp7 act -9, core dimer inh -2 and Fh CTSL1 inh 3.
`Cc1cnc(C(=O)NCc2ccc(Cl)cc2Cl)cn1` gave AHR activator 1, procasp3 activ 4, PP5 primary 1.8, PAFAH2 inh -1, TPT1 inhibitor -1, PP1 counter 1, proCasp7 act -4, core dimer inh -1 and Fh CTSL1 inh -2.
CCCC(C)C(=O)NCc1ccncc1 (stereo not drawn) was read as AHR activator -1, procasp3 activ 9, PP5 primary 2.3, PAFAH2 inh -4, TPT1 inhibitor -3, PP1 counter 1, proCasp7 act 5, core dimer inh -1 and Fh CTSL1 inh -3.
Cc1cccc(S(=O)Cc2ccc(C(=O)NC3CCN(Cc4ccccc4)CC3)o2)c1 (stereo not drawn) was read as AHR activator 1, procasp3 activ 8, PP5 primary 0.3, PAFAH2 inh 0, TPT1 inhibitor 0, PP1 counter -3, proCasp7 act 16, core dimer inh -9 and Fh CTSL1 inh 3.
`Cc1cc(C)cc(C(=O)NCC(=O)OCC(=O)N(C)c2ccccc2)c1` gave AHR activator -1, procasp3 activ 4, PP5 primary -1.3, PAFAH2 inh 0, TPT1 inhibitor -1, PP1 counter -3, proCasp7 act -6, core dimer inh -1 and Fh CTSL1 inh -10.
`COc1ccc(/C=N/NC(=O)CCn2cnc(-c3ccccc3)c2-c2ccccc2)cc1OC` gave AHR activator 8, procasp3 activ 9, PP5 primary 6.3, PAFAH2 inh 3, TPT1 inhibitor 0, PP1 counter 4, proCasp7 act 6, core dimer inh 1 and Fh CTSL1 inh -2.
`O=C(NNS(=O)(=O)c1ccccc1)C1CCN(S(=O)(=O)c2ccc(Cl)cc2)CC1` gave AHR activator 4, procasp3 activ 13, PP5 primary -1.0, PAFAH2 inh 5, TPT1 inhibitor -4, PP1 counter 0, proCasp7 act 4, core dimer inh 2 and Fh CTSL1 inh 7.
Cc1ccc(C(=O)NC2CCN(C(=O)NCc3ccccc3)CC2)cc1 was read as AHR activator -1, procasp3 activ 4, PP5 primary -0.4, PAFAH2 inh 1, TPT1 inhibitor 2, PP1 counter -3, proCasp7 act 9, core dimer inh 8 and Fh CTSL1 inh -1.
Screening CCOC(=O)c1cnc2c(cnn2C)c1Oc1ccc(OC)cc1 returned AHR activator -1, procasp3 activ 2, PP5 primary -1.3, PAFAH2 inh -5, TPT1 inhibitor 1, PP1 counter -3, proCasp7 act 4, core dimer inh 2 and Fh CTSL1 inh 4.
For C=CCOc1ccc2nnc(C)n2n1 the results were AHR activator 4, procasp3 activ 3, PP5 primary -0.2, PAFAH2 inh -3, TPT1 inhibitor -4, PP1 counter 2, proCasp7 act 7, core dimer inh 0 and Fh CTSL1 inh -4.
`CCOc1ccccc1CNC(=O)CN1C(=O)CSc2ccc(S(=O)(=O)N3CCOCC3)cc21` gave AHR activator 2, procasp3 activ 3, PP5 primary 1.9, PAFAH2 inh 5, TPT1 inhibitor -1, PP1 counter -1, proCasp7 act 1, core dimer inh 6 and Fh CTSL1 inh 3.

Two entries drawn at random from those above, as already listed:
`CCOc1ccccc1CNC(=O)CN1C(=O)CSc2ccc(S(=O)(=O)N3CCOCC3)cc21` gave AHR activator 2, procasp3 activ 3, PP5 primary 1.9, PAFAH2 inh 5, TPT1 inhibitor -1, PP1 counter -1, proCasp7 act 1, core dimer inh 6 and Fh CTSL1 inh 3.
`COc1ccc(/C=N/NC(=O)CCn2cnc(-c3ccccc3)c2-c2ccccc2)cc1OC` gave AHR activator 8, procasp3 activ 9, PP5 primary 6.3, PAFAH2 inh 3, TPT1 inhibitor 0, PP1 counter 4, proCasp7 act 6, core dimer inh 1 and Fh CTSL1 inh -2.

Additional records.
`C=CCN1C(=O)NC(c2ccc(OC)cc2)(C(F)(F)F)S/C1=C(\C#N)c1nnc(N2CCOCC2)n1-c1ccccc1` (stereo not drawn) gave AHR activator 3, procasp3 activ -4, PP5 primary 1.5, PAFAH2 inh 5, TPT1 inhibitor -1, PP1 counter 3, proCasp7 act -24, core dimer inh 15 and Fh CTSL1 inh 7.
For O=c1[nH]c2ccc(S(=O)(=O)Nc3ccc(Br)cc3)cc2[nH]1 the results were AHR activator 3, procasp3 activ -4, PP5 primary -1.3, PAFAH2 inh 4, TPT1 inhibitor 0, PP1 counter -2, proCasp7 act 2, core dimer inh -4 and Fh CTSL1 inh 2.
For CC(C)c1ccc(OCC(=O)NC2CC(C)(C)NC(C)(C)C2)c(Br)c1 the results were AHR activator 1, procasp3 activ 3, PP5 primary 0.5, PAFAH2 inh 2, TPT1 inhibitor 0, PP1 counter 2, proCasp7 act 12, core dimer inh 1 and Fh CTSL1 inh 0.
`Cc1ccccc1C(=O)NC(=S)Nc1ccc(N2CCOCC2)cc1` gave AHR activator 0, procasp3 activ -5, PP5 primary 0.1, PAFAH2 inh 7, TPT1 inhibitor -3, PP1 counter 1, proCasp7 act -1, core dimer inh -3 and Fh CTSL1 inh -1.
`COc1cccc(-c2nc(CS(=O)(=O)CC(=O)NCCCN3CCc4ccccc4C3)c(C)o2)c1` gave AHR activator 11, procasp3 activ 7, PP5 primary 2.8, PAFAH2 inh -9, TPT1 inhibitor -2, PP1 counter 1, proCasp7 act 1, core dimer inh 5 and Fh CTSL1 inh -1.
Screening CCCCn1c(SCC(=O)c2ccc(O)cc2O)nc2cc(S(N)(=O)=O)ccc21 returned AHR activator 3, procasp3 activ 2, PP5 primary -0.6, PAFAH2 inh -2, TPT1 inhibitor 2, PP1 counter 3, proCasp7 act 6, core dimer inh -6 and Fh CTSL1 inh 2.
`COc1ccc(NC(=O)c2ccc(Cl)c(S(=O)(=O)N3CCc4ccccc4C3)c2)cn1` gave AHR activator 2, procasp3 activ 2, PP5 primary 3.1, PAFAH2 inh -27, TPT1 inhibitor -4, PP1 counter 1, proCasp7 act 3, core dimer inh -4 and Fh CTSL1 inh -2.
CC(C)Cc1nc(Cl)c(C#N)c2c1CCCC2 was read as AHR activator -1, procasp3 activ 8, PP5 primary -0.7, PAFAH2 inh -7, TPT1 inhibitor -2, PP1 counter -3, proCasp7 act -3, core dimer inh 8 and Fh CTSL1 inh 0.
`CC[C@@H](C)[C@H](NC(=O)Cc1c(C)c2cc3c(C)c(C)oc3c(C)c2oc1=O)C(=O)O` gave AHR activator 0, procasp3 activ 1, PP5 primary -0.6, PAFAH2 inh 5, TPT1 inhibitor 3, PP1 counter 6, proCasp7 act -2, core dimer inh 5 and Fh CTSL1 inh 5.
`COC(=O)C1=C(C)N(Cc2ccco2)C(=O)N[C@@H]1c1ccccc1` gave AHR activator 3, procasp3 activ 2, PP5 primary 2.2, PAFAH2 inh 8, TPT1 inhibitor -5, PP1 counter -5, proCasp7 act -12, core dimer inh 9 and Fh CTSL1 inh -3.
Screening CCC(=O)N1CCc2cc(S(=O)(=O)CCC(=O)Nc3ccc(C)cn3)ccc21 returned AHR activator 0, procasp3 activ 6, PP5 primary 0.6, PAFAH2 inh -1, TPT1 inhibitor -3, PP1 counter -2, proCasp7 act -1, core dimer inh 6 and Fh CTSL1 inh 0.
O=C(COC(=O)c1cc([N+](=O)[O-])ccc1N1CCOCC1)c1ccc(F)cc1 was read as AHR activator 3, procasp3 activ 9, PP5 primary -0.1, PAFAH2 inh -2, PP1 counter 0 and proCasp7 act -5.
For CC(=O)Nc1ccc(C2=CC(=O)C[C@H](c3ccc4c(c3)OCO4)C2)cc1 the results were AHR activator 31, procasp3 activ 4, PP5 primary 0.3, PAFAH2 inh 0, PP1 counter 2 and proCasp7 act -6.
CCC(C)N1CC(O)=C(c2nc3ccccc3[nH]2)C1=N (stereo not drawn) was read as AHR activator 1, procasp3 activ 3, PP5 primary -0.9, PAFAH2 inh 0, TPT1 inhibitor 0, PP1 counter 2, proCasp7 act -1, core dimer inh -8 and Fh CTSL1 inh 3.
COc1ccc(CCCc2nc3ccccc3[nH]2)cc1 was read as AHR activator 1, procasp3 activ 7, PP5 primary -0.1, PAFAH2 inh -1, TPT1 inhibitor -2, PP1 counter -1, proCasp7 act 10, core dimer inh -4 and Fh CTSL1 inh 2.
For CCc1ccc([C@@H]2CC=C(C(=O)O)[C@H](c3ccccc3F)N2S(=O)(=O)c2ccc(C)cc2)cc1 the results were AHR activator -3, procasp3 activ 2, PP5 primary -2.6, PAFAH2 inh -2, TPT1 inhibitor -3, PP1 counter 9, proCasp7 act -17, core dimer inh 29 and Fh CTSL1 inh -4.
O=C(Cn1cnc2c(cnn2-c2ccccc2)c1=O)OCc1ccccc1 was read as AHR activator 2, procasp3 activ 6, PP5 primary 2.8, PAFAH2 inh 8, TPT1 inhibitor -8, PP1 counter 3, proCasp7 act -6, core dimer inh -4 and Fh CTSL1 inh 2.
`COc1ccc(NC(=O)CSc2ncn(-c3ccccc3)n2)cc1Cl` gave AHR activator 3, procasp3 activ -6, PP5 primary 5.3, PAFAH2 inh -2, TPT1 inhibitor 2, PP1 counter 1, proCasp7 act 0, core dimer inh 3 and Fh CTSL1 inh 11.
CCOc1cc(CNc2ccccc2)cc(Br)c1OCc1ccc(F)cc1 was read as AHR activator 14, procasp3 activ 4, PP5 primary 4.8, PAFAH2 inh 6, TPT1 inhibitor -2, PP1 counter 7, proCasp7 act 5, core dimer inh -3 and Fh CTSL1 inh 4.
Screening COc1cc(NC(=O)N2c3ccccc3Sc3ccccc32)c(C(=O)O)cc1OC returned AHR activator 3, procasp3 activ 0, PP5 primary 6.1, PAFAH2 inh 13, TPT1 inhibitor -3, PP1 counter -1, proCasp7 act -24, core dimer inh -44 and Fh CTSL1 inh 1.
For CCOC(=O)CC(/C(C)=N\O)c1ccccc1 (stereo not drawn) the results were AHR activator 0, procasp3 activ 0, PP5 primary 2.5, PAFAH2 inh -4, TPT1 inhibitor -1, PP1 counter -4, proCasp7 act 4, core dimer inh -1 and Fh CTSL1 inh 0.
For NS(=O)(=O)c1ccc(NC2=CC(c3ccc([N+](=O)[O-])cc3)N(c3ccc(S(N)(=O)=O)cc3)C2=O)cc1 (stereo not drawn) the results were AHR activator 2, procasp3 activ -9, PP5 primary 2.9, PAFAH2 inh -45, TPT1 inhibitor 3, PP1 counter -4, proCasp7 act -38, core dimer inh 2 and Fh CTSL1 inh -6.
Screening Cc1cccc(NC(=S)N2CCCN(c3ncccc3[N+](=O)[O-])CC2)c1 returned AHR activator -4, procasp3 activ 11, PP5 primary -0.5, PAFAH2 inh 0, TPT1 inhibitor 3, PP1 counter 0, proCasp7 act -3, core dimer inh 0 and Fh CTSL1 inh -1.
Screening CSc1n[nH]c(=S)n1N returned AHR activator 3, procasp3 activ -6, PP5 primary -0.3, PAFAH2 inh -2, TPT1 inhibitor 0, PP1 counter 0, proCasp7 act -9, core dimer inh 0 and Fh CTSL1 inh 0.
